High-throughput results (PubChem BioAssay)
697 NFkB inh = lowers PMA/ionomycin-induced NF-kB signal in 697 B cells; AID 435022; 330,000 compounds, 0.33% hits; 697 B-cell NF-kB luciferase reporter, 16 h; inhibition, % at 4 µM; in the data active = inhibition above about 35%
UBC13 inh = inhibitors of human UBC13 polyubiquitin chain formation; TR-FRET; inhibition, % at 20 µM; 330,000 compounds, 0.47% hits; P61088; in the data active = inhibition above about 45%, passing the limit was not always enough
Target sequence (P61088 whole entry, looked up): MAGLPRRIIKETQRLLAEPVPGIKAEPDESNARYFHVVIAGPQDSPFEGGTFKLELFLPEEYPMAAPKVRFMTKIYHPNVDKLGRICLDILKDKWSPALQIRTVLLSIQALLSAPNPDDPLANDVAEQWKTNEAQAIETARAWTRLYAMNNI
Gli-Sufu block = Gli-Sufu pathway antagonism; Sufu-KO-LIGHT fibroblasts, Gli luciferase reporter luminescence; inhibition, % at 5 µM; 340,000 compounds, 0.74% hits; AID 588413;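 active = inhibition above about 55%, limit read from the data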;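 also: 0% = DMSO-treated cells and 100% = wells with medium but no cells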
CCR6 antag = antagonists of human CCR6 receptor; CHO-K1 CCR6 PathHunter beta-arrestin, luminescence, CCL20-stimulated; inhibition, % at 20 µM; 340,000 compounds, 0.49% hits; AID 493098;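 active = compounds whose inhibition of the agonist-driven luminescence signal at 20 µM reaches about 50%, limit read from the data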;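 also: cells stimulated with CCL20 at 14 nM final; plate controls were DMSO with CCL20 for no effect and DMSO without agonist for full effect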
EBI2 antag = antagonists of human EBI2 receptor; P32249; EBI2 beta-arrestin recruitment, luminescence, 7a,25-OHC stimulated; inhibition, % at 5 µM; 360,000 compounds, 0.81% hits; AID 651636; in the data active = inhibition above about 38%;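 also: enzyme fragment complementation signal reports receptor beta-arrestin coupling in cells; 0% = agonist plus DMSO wells and 100% = wells without agonist; some results beyond the cut were filed as inactive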
Target sequence (P32249 whole entry, looked up, the tested form may be a part): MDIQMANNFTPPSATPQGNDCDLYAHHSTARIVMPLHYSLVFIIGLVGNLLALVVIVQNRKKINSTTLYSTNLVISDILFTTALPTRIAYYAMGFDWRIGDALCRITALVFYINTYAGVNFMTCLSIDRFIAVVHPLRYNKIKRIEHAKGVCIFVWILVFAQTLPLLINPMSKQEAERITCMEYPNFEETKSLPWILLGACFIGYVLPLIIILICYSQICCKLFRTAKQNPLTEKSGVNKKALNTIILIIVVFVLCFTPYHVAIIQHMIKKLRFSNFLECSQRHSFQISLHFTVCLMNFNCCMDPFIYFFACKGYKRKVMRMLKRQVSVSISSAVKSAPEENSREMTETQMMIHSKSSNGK
APJ antag = antagonists of human APJ apelin receptor; P35414; AID 2521; CHO-K1 APJ beta-arrestin complementation, luminescence; inhibition, % at 20 µM; 330,000 compounds, 0.32% hits;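 active = inhibition above about 40% at 20 µM, limit read from the data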;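 also: cells challenged with 10 nM apelin-13 agonist together with compound; plate controls were apelin-13 plus DMSO wells for no effect and DMSO wells lacking apelin-13 for full effect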
Target sequence (P35414 whole entry, looked up): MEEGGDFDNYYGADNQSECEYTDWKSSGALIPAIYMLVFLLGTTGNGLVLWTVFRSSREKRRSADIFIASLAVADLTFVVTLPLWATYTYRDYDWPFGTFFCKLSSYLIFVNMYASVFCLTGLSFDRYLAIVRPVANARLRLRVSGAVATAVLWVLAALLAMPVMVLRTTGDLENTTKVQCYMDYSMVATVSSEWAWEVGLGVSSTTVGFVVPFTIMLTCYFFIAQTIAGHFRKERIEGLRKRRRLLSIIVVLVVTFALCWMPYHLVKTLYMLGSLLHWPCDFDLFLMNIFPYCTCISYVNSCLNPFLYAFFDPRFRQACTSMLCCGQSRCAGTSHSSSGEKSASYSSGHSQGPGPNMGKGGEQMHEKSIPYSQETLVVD
Jurkat NFkB inh = inhibitors of the PMA/ionomycin-induced NF-kB reporter in Jurkat cells; PMA/ionomycin-induced NF-kB luciferase reporter, luminescence; inhibition, % at 4 µM; 330,000 compounds, 0.53% hits; AID 435003; in the data active = inhibition above about 50%
CXCR6 block = inhibitors of human CXCR6 receptor; AID 602244; O00574; CHO-K1 PathHunter CXCR6 beta-arrestin, luminescence; inhibition, % at 20 µM; 360,000 compounds, 0.36% hits; in the data active = inhibition above about 34%, passing the limit was not always enough;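 also: antagonist mode with CXCL16 agonist at 10 nM final; 0% = 10 nM CXCL16 with DMSO and 100% = unstimulated wells without agonist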
* = called active by the depositor; / = no result given.

canonical_smiles,CXCR6 block,UBC13 inh,EBI2 antag,697 NFkB inh,Jurkat NFkB inh,CCR6 antag,APJ antag,Gli-Sufu block
COc1ccc(OCC(=O)Nc2ccc(N3CCOCC3)c(Cl)c2)cc1,-6,5,6,10,6,13,14,-2
Nc1nonc1-c1nc2ccccc2n1Cc1ccccc1,-8,1,16,-61,23,12,11,-15
Cc1oc(-c2cccc(Cl)c2)nc1CS(=O)(=O)CC(=O)NCCCN1CCOCC1,4,-4,-3,-7,-19,3,11,13
CCOC(=O)c1c(C)n(-c2ccccc2)c2ccc(OCCN(C)C)cc12,10,8,6,-40,-4,15,14,6
COC(=O)C1=C(C)NC(=O)NC1c1ccc2ccccc2c1 (stereo unspecified),-6,0,-4,-13,5,7,12,-1
CCCCCn1c(N)c(-c2nc3ccccc3s2)c2c([N+](=O)[O-])nn(CC)c(=O)c21,14,-25,32,-1,4,24,-4,-2
CCCOc1cccc(C(=O)NC(=S)Nc2ccccc2)c1,21,8,8,-36,-44,40,10,-42
CCN(CC)C(=O)c1ccc(-c2nnc(Nc3ccc(C(=O)N(C)C)cc3)c3ccccc23)cc1,2,3,-11,9,7,-6,2,-20
CC(C)NC(=O)Nc1cccc2c1O[C@H](CN(C)S(C)(=O)=O)[C@@H](C)CN([C@H](C)CO)C2=O,-10,-6,-4,1,1,-5,14,-5
COc1ccc2[nH]c3c(NCCN4CCCCC4)ncnc3c2c1,-6,24,2,-17,-13,/,16,/
CCOCCn1ccc2c(OCC(=O)NCCc3ccc(OC)c(OC)c3)cccc2c1=O,1,1,-15,1,4,6,12,-3
O=C(CCOc1ccccc1)Nc1cccc(S(=O)(=O)Nc2ccccc2Cl)c1,0,-14,8,-17,-3,16,3,2
CSc1nc2c(c(=O)[nH]1)C(c1cccc(Cl)c1Cl)CC(=O)N2 (stereo unspecified),-1,2,-4,-4,-9,5,4,-4
COc1cc(S(=O)(=O)N(C)C)ccc1F,-9,-5,-6,8,2,-16,-2,4
C=CCn1c(SCC(N)=O)nnc1-c1cc(Br)ccc1O,1,-7,-2,23,3,-3,12,5
O=C(O)[C@@H]1[C@@H]2C[C@@H]2CN1c1ncccc1[N+](=O)[O-],1,-15,8,-5,-8,0,-27,2
CCOC(=O)CCCn1nc(C)n2c(cc3sccc32)c1=O,4,2,6,29,-1,-17,7,-10
COc1ccc(CC(=O)OCC(=O)Nc2ccc3c(c2)OCO3)cc1OC,-10,4,-9,-5,9,9,-17,-5
CCOC(=O)c1cnc2c(c(C)nn2CC)c1NCCN1CCOCC1,3,8,3,1,12,18,-5,-11
CCN(CC)Cc1c(O)ccc2c([N+](=O)[O-])c(C)n(-c3ccc(OC)cc3)c12,10,-26,17,-36,28,16,20,-3
CC1C(=O)N2CCCc3cc(NC(=O)c4ccccc4F)cc1c32 (stereo unspecified),1,-5,-4,18,-7,5,0,8
CCn1ncc(C2=NOC(C(=O)Nc3ccc4c(c3)OCO4)C2)c1C (stereo unspecified),0,-6,-13,-7,-2,-12,-24,-1
COc1cccc(NC(=O)C23CCC(C)(C(=O)O2)C3(C)C)c1 (stereo unspecified),-7,2,-8,14,-13,-15,-9,2
COc1ccc(Nc2nc3ccc(C)cc3n3cnnc23)cc1Cl,-3,12,-6,-11,-13,/,-2,/
COc1cc2c(cc1OC)CN(C(=O)COc1ccccc1[N+](=O)[O-])CC2,-8,-3,-11,-16,-5,-8,16,7
CCOc1ccc(N(CC(=O)N2CCOCC2)S(=O)(=O)c2ccc(Cl)cc2)cc1,-6,1,5,2,5,17,2,-16
Cc1cc[n+](-c2[nH]c(=O)sc2/C=N/NC([S-])=Nc2ccccc2)cc1,0,-30,3,14,13,22,-2,11
O=C(NC1CCN(S(=O)(=O)c2ccccc2)CC1)c1cccc(F)c1,1,2,-7,11,-3,9,-11,7
O=C(NN=C1CCCCC1)c1cc(-c2ccccc2)n[nH]1,4,4,5,-12,-4,-12,-17,-10
Cc1ccc(NC(=O)OCc2cncs2)cc1,4,9,-2,-30,-28,-3,-10,-48
Cc1ccc(NC2CCCN(C(=O)c3cccnc3)C2)cc1C (stereo unspecified),-7,4,2,10,8,4,1,1
CCCN1Cc2cccc(C(=O)Nc3ccc(CC)cc3)c2C1=O,6,3,28,-2,-1,20,9,-3
COc1ccc(-c2nnn(Cc3ccccc3F)n2)cc1,-2,-4,15,-144,-104,2,-18,3
COc1ccc(NC(=O)C/C(C)=N/NC(=O)C(=O)Nc2cccc(Cl)c2C)c(OC)c1,8,3,1,-11,-2,4,-11,-1
COc1cc(CNC2CCCCCCC2)ccc1OCC(N)=O,3,5,-1,-7,0,4,8,6
C=C1c2ccccc2S(=O)(=O)N(Cc2ccccc2)C1COCc1ccccc1 (stereo unspecified),6,1,8,-19,1,14,3,12
COc1ccc2c(c1)c1ncn(CCN3CCCCC3)c(=O)c1n2C,5,14,5,7,-23,5,-7,5
CC(Oc1ccc(F)cc1)C(=O)Nc1cc(Cl)ccc1-n1cncn1 (stereo unspecified),-6,-3,10,17,11,2,-3,-4
O=C(Nc1ccc(F)cc1Cl)C1CCN(C(=O)Nc2ccccc2)CC1,4,3,1,-3,7,15,-10,26
CCOC(=O)N/N=C(\C)c1ccc(Br)cc1,0,-5,-16,-30,-32,0,-19,-21
COc1ccc(OCc2cc(C(=O)NC(C)Cc3ccccn3)no2)c(Cl)c1 (stereo unspecified),-2,-1,5,0,-25,13,-7,-27
CCCN1CCN(C(=O)c2ccc(F)c(S(=O)(=O)N3CCOCC3)c2)CC1,7,1,3,11,15,6,-6,7
N#CCc1ccc(NC(=O)Nc2cccc3ccccc23)cc1,3,-5,-2,-11,-32,-10,0,-9
Cc1ccn2c(c1)nc(=O)c1cc(S(=O)(=O)N3CCCCC3)ccc12,-9,6,-5,-1,-4,-10,-11,-2
O=C(NCCCCc1ccccc1)C12CN(Cc3ccccc3)CC1C(c1ccc([N+](=O)[O-])cc1)=NO2 (stereo unspecified),0,-8,40,8,4,11,-5,16
COc1ccc(C(=O)N2CCN(C(=O)c3ccncc3)CC2)cc1,4,4,-15,24,7,6,11,13
Cn1c(C(=O)OC(C(=O)NC2CCCCC2)c2ccccn2)cc2sccc21 (stereo unspecified),-7,-2,2,-12,-4,14,-4,4
CCCn1c(C(C)Nc2nc(-c3cccc(Br)c3)cs2)nc2ccccc21 (stereo unspecified),1,13,7,-16,-15,5,19,17

Taken from above.
In UBC13 inh, `N#CCc1ccc(NC(=O)Nc2cccc3ccccc23)cc1` is listed with -5
In 697 NFkB inh, `CCCn1c(C(C)Nc2nc(-c3cccc(Br)c3)cs2)nc2ccccc21` (stereo unspecified) is listed with -16

(continued)
canonical_smiles,CXCR6 block,UBC13 inh,EBI2 antag,697 NFkB inh,Jurkat NFkB inh,CCR6 antag,APJ antag,Gli-Sufu block
COc1cccc(CN(C)C(=O)CCN=C2NS(=O)(=O)c3ccccc32)c1,1,2,-5,-3,14,0,-11,-2
COc1cc2c(cc1OC)C1=C(C#N)CN(C3CCCCC3)CN1CC2,-11,20,5,15,3,12,-1,-9
Cc1cccc(C)c1OCC(=O)N/N=C/c1ccncc1,10,0,3,-9,-4,11,-5,-14
O=C(Oc1cccc(C(=S)N2CCOCC2)c1)c1ccc([N+](=O)[O-])cc1,-17,4,-7,18,5,-5,-23,-17
Cc1ccc(CNC(=O)c2c(C)cc(=O)oc2C)cc1,2,-27,-11,-15,-9,14,20,-6
CCC1(C)Cc2ccccc2-c2c1c(=O)n(-c1ccc(C)cc1)c1nnnn21 (stereo unspecified),5,-10,12,-15,-6,17,-5,-8
O=C(c1cc(=O)[nH]c2ccccc12)N(Cc1nnc(-c2ccccc2Cl)o1)C1CC1,0,3,7,5,4,12,3,-2
CC(NC(=O)CN1C(=O)NC2(CCCCC2C)C1=O)c1ccccc1 (stereo unspecified),-14,6,-6,22,4,3,0,-7
CCC1(C(=O)OC)NC(c2ccco2)C2C(=O)N(c3ccc(C)cc3)C(=O)C21 (stereo unspecified),-1,5,-11,12,6,1,-7,4
O=c1cc(N2CCCCC2)c(-c2ccccc2)n[nH]1,9,2,3,7,-6,9,-7,7
COc1ccc(-c2nc[nH]c2[N+](=O)[O-])cc1,3,-9,8,-3,-3,18,11,3
CC(C)C[C@H](N)C(=O)N1CCC(C(=O)N[C@H](C(=O)NCc2ccc(F)cc2)C(C)C)CC1,-8,1,-10,-13,-13,-10,-4,0

Sorted by heavy-atom count (high to low): part of the list above.
canonical_smiles,CXCR6 block,UBC13 inh,EBI2 antag,697 NFkB inh,Jurkat NFkB inh,CCR6 antag,APJ antag,Gli-Sufu block
CCC1(C(=O)OC)NC(c2ccco2)C2C(=O)N(c3ccc(C)cc3)C(=O)C21 (stereo unspecified),-1,5,-11,12,6,1,-7,4
Cc1cccc(C)c1OCC(=O)N/N=C/c1ccncc1,10,0,3,-9,-4,11,-5,-14
COc1ccc(-c2nc[nH]c2[N+](=O)[O-])cc1,3,-9,8,-3,-3,18,11,3

More entries:
canonical_smiles,CXCR6 block,UBC13 inh,EBI2 antag,697 NFkB inh,Jurkat NFkB inh,CCR6 antag,APJ antag,Gli-Sufu block
CC1(C)CN(C(Cc2ccccc2)C(N)=O)C1=O (stereo unspecified),7,7,9,8,-11,-8,-5,6
CCOc1ccc2cc(S(=O)(=O)N3CCCCC3)ccc2c1,-7,1,7,-14,1,14,0,5
COc1ccc(OC)c(C(=O)NC(CC(N)=O)c2ccc(NCCN3CCOCC3)c([N+](=O)[O-])c2)c1 (stereo unspecified),2,-52,-8,-12,-25,14,6,94*
O=C(Nc1ccccc1)N(CCN1CCOCC1)Cc1cccc(Cl)c1,7,3,-3,8,-9,14,16,13
COc1ccc2cc(-c3ccn[nH]3)ccc2c1,-1,10,-5,-138,-103,-11,-2,-98
CCOc1cccc(C2NC(=S)NC(C)=C2C(=O)Nc2ccccc2)c1 (stereo unspecified),1,2,-9,-6,21,-19,9,0
CCOc1ccc(OCCCCN(C)C)cc1,-14,8,20,10,-14,-18,0,-4
CCCc1cc(C(=O)Nc2nccs2)cs1,-1,8,-4,-88,-166,-6,6,-58
N#CCSc1nc2ccccc2c(=O)n1CC1CCCC1,2,0,3,20,2,17,10,8
Nc1c(C(=O)Nc2ccccc2F)sc2nc(-c3cccnc3)ccc12,-7,1,4,-27,-10,-3,4,-2
Cc1cc2nc3c(nc2cc1C)C(O)=C3O,3,-8,-4,6,-8,6,15,-5
CN1CCN(S(=O)(=O)c2cccc(C(=O)N(Cc3nnc(-c4ccccc4Cl)o3)C3CC3)c2)CC1,5,13,-22,-4,-6,-2,14,11
Cc1ccc(S(=O)(=O)N2CCOCC2)cc1C(=O)Nc1ccc2c(c1)OCCO2,-7,10,-6,-3,-1,-6,-6,-1
O=C(COC(=O)c1cccnc1Cl)c1ccc(Cl)s1,6,-6,-4,-15,4,6,15,0
O=C(CSc1nnc2c(n1)[nH]c1ccccc12)Nc1nncs1,2,-8,-4,1,18,10,-13,-15
CCn1c(NC(C)=O)nc2ccccc21,7,-1,0,17,11,-10,14,5
O=C(NC1=NCCS1)c1csc2ccccc12,-5,16,8,-107,-117,-15,3,-84
O=C(COC(=O)c1nc(Cl)ccc1Cl)NCc1ccccc1,2,11,-4,16,10,11,10,5
Cc1ccc(N(C)C(=O)CCNC(=O)Cn2cnc3ccccc3c2=O)cc1C,-4,-6,1,-28,1,-3,4,-4
CC(C(=O)O)n1c2ccccc2c2cn[nH]c(=O)c21 (stereo unspecified),0,8,3,-1,-10,6,-15,/
CCCCn1nnnc1SCC(=O)Nc1ccc2c(c1)OCCO2,-2,2,3,-7,2,8,19,0
CCOC(=O)CN(C)S(=O)(=O)c1ccc(-c2cc(C(=O)OC)sc2C(F)(F)F)cc1,-1,-8,-1,-15,-12,7,-9,-12
CCOC(=O)N1CCN(C(=O)CN(c2ccc(OCC)cc2)S(C)(=O)=O)CC1,-4,-2,-1,13,2,-7,9,-8
O=C(CNC(=O)c1ccccc1)NCc1ccc(Cl)cc1,-8,-7,-8,18,-1,-3,2,-5
